Rac1 mut GTP: human Rac1 activated mutant GTP binding change; P63000; GST-Rac1 activated beads, fluorescent GTP binding, flow cytometry; actives lie on both sides; 100% means binding = to untreated wells; percent activity (GTP binding), % at 10 µM; 190,000 compounds, 0.11% hits; AID 764;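 active means GTP binding at least 20 percentage points away from the 100% baseline, in either direction, so actives lie on both sides; inconclusive means Compound likely fluorescent itself, or too few beads counted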
Bim-Bfl-1: human Bim-Bfl-1 interaction inhibition; Bead-based flow cytometry, Bim-Bfl-1 binding inhibition; AID 1008; inhibition, % at 10 µM; 190,000 compounds, 0.12% hits; Q16548;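 further: 0% = wells without compound plus tracer and 100% = blocker peptide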
Rab7 wt modul: alters GTP binding to wildtype dog Rab7. AID 758. 190,000 compounds, 0.055% hits. GTP binding activity (percent of control), % at 10 µM. GST-Rab7 beads, fluorescent GTP binding, flow cytometry; actives lie on both sides; untreated = 100%, excess cold GTP = 0%;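 active means fluorescent GTP binding to Rab7 beads changed by at least 20 points from the 100% baseline, either direction, mostly lower; inconclusive means compound itself probably fluorescent, or too few beads counted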;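 further: median green fluorescence of bound Bodipy-FL-GTP per Rab7 bead population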
Bim-Bcl-XL: disrupts Bim peptide binding to human Bcl-XL. inhibition, % at 10 µM. 190,000 compounds, 0.04% hits. bead flow cytometry, fluorescence. Q07817
Bcl-2 Bim block: human Bim-Bcl-2 interaction inhibition | 190,000 compounds, 0.06% hits | inhibition, % at 10 µM | P10415 | Bead-based flow cytometry, Bim peptide-Bcl-2 binding; in the data active means inhibition above about 40%; inconclusive means no clear call, values can overlap the other calls;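 further: 0% = no compound wells with probe peptide and 100% = reference peptide inhibitor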
Target sequence (P10415 whole entry, looked up): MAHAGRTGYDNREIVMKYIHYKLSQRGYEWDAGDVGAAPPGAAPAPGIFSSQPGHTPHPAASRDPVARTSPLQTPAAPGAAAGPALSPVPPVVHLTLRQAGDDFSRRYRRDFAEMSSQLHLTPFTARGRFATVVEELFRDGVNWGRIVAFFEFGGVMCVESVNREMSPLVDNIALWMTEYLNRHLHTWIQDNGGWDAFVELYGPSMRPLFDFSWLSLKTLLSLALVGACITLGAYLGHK
Bcl-B Bim block: disrupts Bim peptide binding to human Bcl-B | Q9HD36 | bead-based flow cytometry | inhibition, % at 10 µM | 190,000 compounds, 0.073% hits | AID 951;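 further: 0% = tracer peptide without compound and 100% = reference inhibitor peptide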
Target sequence (Q9HD36 whole entry, looked up): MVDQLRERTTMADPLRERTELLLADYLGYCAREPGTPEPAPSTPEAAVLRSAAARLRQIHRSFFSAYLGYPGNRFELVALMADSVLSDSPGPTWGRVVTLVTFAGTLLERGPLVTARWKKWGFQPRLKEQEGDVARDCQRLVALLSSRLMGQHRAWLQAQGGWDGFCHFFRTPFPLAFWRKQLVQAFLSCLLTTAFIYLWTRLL
Rac1 wt modul: modulators of human Rac1 wildtype GTP binding. P63000. GST-Rac1 beads, fluorescent GTP binding, flow cytometry; actives lie on both sides; 0 = cold GTP competed, 100 = untreated. GTP binding activity (% of control), % at 10 µM. 190,000 compounds, 0.27% hits. AID 757;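 active means GTP binding activity at least 20 points away from the 100% control level, either lower or higher; inconclusive means compound flagged as likely green fluorescent, judged across all proteins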
Rab2 wt GTP: changes GTP binding to wildtype dog Rab2A, up or down. GST-Rab2 wt beads, Bodipy-GTP binding, flow cytometry. AID 760. 190,000 compounds, 0.19% hits. GTP binding activity, % at 10 µM;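 active means GTP binding activity at least 20 points away from 100%, either lowered or raised; inconclusive means signal likely due to the compound's own green fluorescence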;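 further: 0% = beads with excess unlabeled GTP and 100% = no-compound control corrected for plate trend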
Cdc42 wt: changes GTP binding to wildtype human Cdc42. P60953. GST-Cdc42 beads, Bodipy-GTP binding, flow cytometry; actives lie on both sides. percent activity (GTP binding), % at 10 µM. 190,000 compounds, 0.2% hits;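 active means percent activity GTP binding at least 20 points away from the 100% baseline, either down as inhibitor or up as activator; inconclusive means compound flagged as likely green fluorescent from well-wide comparison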;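 further: median bead fluorescence of bound Bodipy-FL-GTP at 100 nM; 0% = excess unlabeled GTP control and 100% = no compound control; below 100% means less GTP binding so inhibitor and above means activator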
Target sequence (P60953 whole entry, looked up): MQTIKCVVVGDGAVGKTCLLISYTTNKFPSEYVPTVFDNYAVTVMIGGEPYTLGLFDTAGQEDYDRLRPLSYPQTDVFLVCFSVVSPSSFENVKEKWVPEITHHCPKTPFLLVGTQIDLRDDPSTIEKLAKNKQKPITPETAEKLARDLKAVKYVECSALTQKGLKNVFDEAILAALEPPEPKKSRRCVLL
Bim-Bcl-W: inhibitors of Bim-Bcl-W interaction, human | 190,000 compounds, 0.02% hits | bead-based flow cytometry, Bim peptide-Bcl-W binding | AID 952 | inhibition, % at 10 µM | Q92843;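 further: 0% = bound tracer without compound and 100% = peptide blocker; higher means less fluorescent Bim peptide bound to Bcl-W beads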
Target sequence (Q92843 whole entry, looked up): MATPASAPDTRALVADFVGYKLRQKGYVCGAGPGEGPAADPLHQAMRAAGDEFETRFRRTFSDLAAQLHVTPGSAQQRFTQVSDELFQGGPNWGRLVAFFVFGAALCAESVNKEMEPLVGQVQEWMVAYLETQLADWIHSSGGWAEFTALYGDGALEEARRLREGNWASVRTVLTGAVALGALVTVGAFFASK
HRas wt GTP bind: modulators of GTP binding to human HRas wildtype | AID 759 | 190,000 compounds, 0.14% hits | P01112 | GTP binding activity, % at 10 µM | GST-Ras wt beads, Bodipy-FL-GTP binding, flow cytometry; actives lie on both sides;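 active means GTP binding activity at least 20% away from the 100% baseline, either lowered as inhibitor or raised as activator; inconclusive means flagged as likely green fluorescent, judged across all proteins in the well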;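 further: 0% = unlabeled GTP competition control and 100% = no-compound control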
Target sequence (P01112 whole entry, looked up): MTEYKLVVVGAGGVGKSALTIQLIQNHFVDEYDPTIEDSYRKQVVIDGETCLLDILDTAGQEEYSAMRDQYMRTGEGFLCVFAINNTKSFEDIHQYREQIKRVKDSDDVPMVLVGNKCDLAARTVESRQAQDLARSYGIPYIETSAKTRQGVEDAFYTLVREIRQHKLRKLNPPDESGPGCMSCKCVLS
The depositor's hits bear a star; ? = inconclusive. Unless noted, no stated cut-off is given here; in the data, active means inhibition above about 40%.

SMILES	Rac1 mut GTP	Bim-Bfl-1	Rab7 wt modul	Bim-Bcl-XL	Bcl-2 Bim block	Bcl-B Bim block	Rac1 wt modul	Rab2 wt GTP	Cdc42 wt	Bim-Bcl-W	HRas wt GTP bind
Cc1ccc(Sc2nc(-c3ccccc3)nnc2C(F)(F)F)cc1	95.0	-2.0	94.0	0.0	-1.0	2.0	96.0	97.0	99.0	3.0	98.0
CSc1nc(-c2ccccc2)nc(N2CCCC2)c1C(C)=O	96.0	1.0	100.0	-1.0	0.0	-4.0	98.0	100.0	100.0	-2.0	100.0
CCN(CC)c1ccc(C(=O)N/N=C/c2ccccc2OC(F)F)cc1	99.0	-5.0	94.0	-5.0	-3.0	-8.0	98.0	96.0	99.0	-2.0	94.0
c1ccc(-n2ncc3c(NCc4cccs4)ncnc32)cc1	98.0	3.0	98.0	6.0	5.0	0.0	98.0	100.0	96.0	0.0	99.0
CCOc1cc(C2C(C(=O)OC)=C(C)N=C3SC(C)C(=O)N32)ccc1OC(C)=O (stereo not given)	98.0	-16.0	104.0	-6.0	-13.0	-5.0	101.0	99.0	98.0	-1.0	100.0
O=C(C1CC(=O)N(c2ccccc2)C1)N1CCN(C2=NS(=O)(=O)c3ccccc32)CC1 (stereo not given)	101.0	-16.0	99.0	0.0	-7.0	-9.0	104.0	101.0	104.0	1.0	102.0
Cc1ccc(CN2CCN(/N=C/c3cc(Br)cc(Br)c3O)CC2)cc1	92.0	0.0	97.0	-7.0	0.0	-1.0	98.0	95.0	96.0	-3.0	94.0
COCCn1c(=S)[nH]c2cc(C(=O)N3CCc4ccccc43)ccc2c1=O	97.0	11.0	98.0	7.0	4.0	8.0	102.0	95.0	97.0	8.0	97.0
COc1ccc(-c2[nH]ncc2-c2ccc(Cl)cc2)c(O)c1	94.0	4.0	94.0	1.0	-7.0	-5.0	93.0	94.0	90.0	-1.0	95.0
O=C1C2CC=CCC2C(=O)N1c1cccc(OS(=O)(=O)c2ccc3ccccc3c2)c1 (stereo not given)	94.0	3.0	89.0	15.0	4.0	0.0	96.0	95.0	95.0	11.0	95.0
CCOC(=O)CC(=O)NC1(Cc2ccc(O)cc2)CCCCC1	95.0	-4.0	104.0	-1.0	-1.0	-1.0	98.0	100.0	95.0	2.0	97.0
c1ccc(N2CCN(CCc3nnc4n3CCCCC4)CC2)cc1	97.0	-16.0	99.0	-6.0	-12.0	-8.0	104.0	100.0	107.0	-4.0	100.0
O=C(N=C1c2ccccc2CN1c1cccc(Cl)c1)c1cccnc1	102.0	-15.0	100.0	-7.0	-8.0	-9.0	105.0	102.0	104.0	-4.0	101.0
CCOc1nc2ccccc2nc1NS(=O)(=O)c1ccccc1	96.0	0.0	96.0	-1.0	2.0	-1.0	95.0	97.0	96.0	0.0	98.0
COC(=O)c1ccccc1NC(=O)CSc1nnnn1-c1ccc(C)cc1C	?	-4.0	?	0.0	0.0	0.0	?	?	?	0.0	?
COc1ccccc1-c1c(C)oc2cc(OC(=O)c3ccco3)ccc2c1=O	103.0	-4.0	100.0	-1.0	-2.0	-5.0	109.0	105.0	103.0	5.0	102.0
CCN=C1NN=C(c2cc(C)n(Cc3ccco3)c2C)CS1	97.0	0.0	101.0	-7.0	-1.0	-4.0	107.0	100.0	103.0	-1.0	101.0
N#Cc1c(N)[nH]c(=S)c(C#N)c1-c1ccccc1	87.0	-1.0	85.0	-2.0	-5.0	-23.0	84.0	81.0	82.0	2.0	86.0
COc1ccc(C2(C(=O)Nc3ccc(OC)cc3OC)CCCC2)cc1	96.0	-6.0	106.0	-3.0	-6.0	-4.0	103.0	99.0	100.0	-2.0	101.0
CCCCNC(=O)CC1NCCNC1=O (stereo not given)	96.0	-4.0	97.0	0.0	-2.0	0.0	100.0	97.0	96.0	0.0	98.0
N#Cc1ccc(CSc2nnc(-c3cnccn3)o2)cc1	98.0	-11.0	96.0	-3.0	-9.0	-7.0	96.0	99.0	99.0	-1.0	100.0
Cc1cccc(C(=O)Oc2ccccc2/C=N/NC(=O)c2ccc(NC(=O)C(C)(C)C)cc2)c1	100.0	-6.0	100.0	-4.0	-3.0	-4.0	97.0	98.0	97.0	-2.0	99.0
Cc1ccc2nc(N3CCN(Cc4nnnn4C4CCCC4)CC3)c(C#N)cc2c1	98.0	-19.0	102.0	-18.0	-26.0	-18.0	97.0	99.0	96.0	-19.0	99.0
CCOC(=O)C(=CNc1ccc2c(c1)nnn2-c1ccc(Cl)cc1)C(=O)OCC	99.0	-10.0	101.0	-6.0	-28.0	-13.0	106.0	100.0	105.0	-5.0	103.0
CN(C)c1ccc(N=Cc2nc(-c3ccccc3)oc2O)cc1	96.0	1.0	102.0	-1.0	-3.0	-5.0	97.0	99.0	99.0	0.0	98.0
Cc1cccc(NC(=O)CSc2ncnc3nc[nH]c23)c1C	101.0	1.0	101.0	-1.0	0.0	-1.0	103.0	102.0	102.0	-1.0	103.0
Cc1ccc(-c2n[nH]c(=S)c3ccccc23)cc1	?	2.0	?	-5.0	2.0	-20.0	?	?	?	3.0	?
NNC(=O)CN1C(=O)Nc2ccc(Br)cc2C1c1ccccc1 (stereo not given)	97.0	-1.0	98.0	-5.0	0.0	-4.0	102.0	98.0	96.0	-4.0	99.0
CCC1C(c2ccccc2)N(C)C(c2ccccc2)CC1(O)c1ccccc1 (stereo not given)	94.0	-3.0	96.0	0.0	-3.0	0.0	96.0	96.0	98.0	1.0	94.0
COC(=O)c1ccc(OCCOCCOc2cccc3ccc(C)nc23)cc1	101.0	-2.0	101.0	-3.0	-7.0	0.0	105.0	100.0	102.0	2.0	101.0
Cc1nn(Cc2ccccc2Cl)c(C)c1NC(=O)c1noc2c1CCCCC2	97.0	-2.0	100.0	-1.0	3.0	0.0	100.0	99.0	98.0	1.0	100.0
O=C(NC1CCCc2ccccc21)c1ccc(CNc2c(N3CCOCC3)c(=O)c2=O)cc1 (stereo not given)	97.0	-12.0	99.0	-7.0	-8.0	-7.0	101.0	97.0	101.0	-5.0	98.0
COCCCN1C(=O)C(O)=C(C(=O)c2ccco2)C1c1ccccc1 (stereo not given)	96.0	-1.0	103.0	0.0	1.0	-5.0	101.0	100.0	99.0	0.0	102.0
N/C(=N\OC(=O)c1cccnc1)c1ccccc1Cl	94.0	-1.0	97.0	-4.0	-1.0	-9.0	101.0	96.0	98.0	0.0	97.0
CC(=O)Nn1cc2c(=O)n(C)c(=O)n(C)c2c1	95.0	-6.0	96.0	-5.0	-4.0	-5.0	96.0	94.0	94.0	-3.0	95.0
COC(=O)c1ccccc1NC(=O)N1CCCC1	99.0	-10.0	99.0	0.0	-2.0	-7.0	104.0	99.0	102.0	3.0	101.0
S=C(c1ccc(-c2ccccc2Cl)o1)N1CCCCC1	92.0	15.0	97.0	12.0	13.0	8.0	103.0	97.0	105.0	7.0	98.0
Cc1cc(C)c2[nH]c(=O)c(CN(Cc3ccco3)C(=S)NCC3CCCO3)cc2c1 (stereo not given)	102.0	0.0	100.0	0.0	-2.0	-6.0	105.0	100.0	104.0	-3.0	103.0
Nc1nonc1C(=Nc1ccc(Br)cc1)NO	103.0	-1.0	100.0	-10.0	0.0	-2.0	107.0	107.0	111.0	-10.0	107.0
CC1CC2(CCCCC2)Nc2c1ccc1ccccc21 (stereo not given)	97.0	-1.0	103.0	-4.0	0.0	-3.0	101.0	100.0	99.0	-3.0	99.0
CCOC(=O)C(Cc1ccccc1)NC(=O)CCc1c(C)nc2ncnn2c1C (stereo not given)	101.0	-12.0	105.0	-2.0	-5.0	-3.0	102.0	104.0	102.0	2.0	102.0
CCOC(=O)c1cnc2nc(N3CCOCC3)nn2c1N	99.0	-5.0	96.0	-4.0	0.0	-1.0	99.0	99.0	101.0	0.0	97.0
O=C(Nc1cc(S(=O)(=O)N2CCOCC2)ccc1Cl)C(=O)c1c(-c2ccccc2)cc2ccccn12	99.0	-3.0	93.0	-1.0	-1.0	-7.0	99.0	95.0	102.0	0.0	99.0
Oc1[nH]c2ccccc2c1N=Nc1ccccc1F	103.0	1.0	100.0	-1.0	2.0	-2.0	102.0	102.0	104.0	2.0	102.0
CCCOc1c(Cl)cc(C(=O)Nc2ccc3c(c2)OCO3)cc1OCC	97.0	3.0	102.0	0.0	-3.0	-3.0	96.0	101.0	100.0	2.0	101.0
COC(=O)c1cc2n(n1)CCN(Cc1ccc(F)cc1)C2=O	99.0	-2.0	98.0	-3.0	-4.0	0.0	106.0	100.0	102.0	0.0	101.0
CC(Oc1ccc(Br)cc1)c1nc2c3ccccc3nc(=S)n2[nH]1 (stereo not given)	92.0	-7.0	96.0	-7.0	-4.0	-8.0	97.0	97.0	96.0	-7.0	94.0
COc1ccc(C(CCO)NC(=O)c2cccs2)cc1OC (stereo not given)	97.0	-4.0	97.0	-3.0	-4.0	-6.0	99.0	98.0	98.0	0.0	96.0
CC(c1ccc(F)cc1)n1c(-c2cccs2)n[nH]c1=S (stereo not given)	92.0	8.0	100.0	-4.0	-4.0	-40.0	94.0	93.0	94.0	-5.0	95.0
O=C(CN1CCN(S(=O)(=O)/C=C/c2ccccc2)CC1)Nc1ccc(N2CCOCC2)cc1	96.0	-2.0	105.0	0.0	0.0	-2.0	103.0	99.0	104.0	2.0	99.0

The listing continues:
SMILES	Rac1 mut GTP	Bim-Bfl-1	Rab7 wt modul	Bim-Bcl-XL	Bcl-2 Bim block	Bcl-B Bim block	Rac1 wt modul	Rab2 wt GTP	Cdc42 wt	Bim-Bcl-W	HRas wt GTP bind
CCc1ccc(OCC(=O)N/N=C/c2cc([N+](=O)[O-])ccc2N2CCOCC2)cc1	99.0	-18.0	95.0	-14.0	-10.0	-12.0	99.0	97.0	98.0	-10.0	100.0
CCNC(=S)N/N=C(\C)c1cc2ccccc2o1	97.0	-5.0	101.0	-6.0	-6.0	-6.0	103.0	99.0	101.0	-5.0	99.0
CCCn1c2c(c(O)c(C(=O)NC)c1=O)CCCC2	98.0	-7.0	106.0	-2.0	-1.0	-2.0	113.0	97.0	106.0	4.0	108.0
COc1ccc(C(=O)/C(=C/N(C)C)S(=O)(=O)c2ccccc2)cc1	97.0	-1.0	106.0	0.0	1.0	-2.0	106.0	102.0	102.0	1.0	101.0
COC(=O)c1[nH]c2ccc(C)cc2c1NC(=O)Nc1ccc(OC)cc1	97.0	0.0	100.0	-5.0	0.0	-1.0	102.0	97.0	97.0	0.0	99.0
C=CCOC(=O)C1=C(C)Nc2nnnn2C1c1cccs1 (stereo not given)	92.0	-1.0	91.0	-1.0	-2.0	0.0	92.0	93.0	95.0	0.0	94.0
O=C(NCc1ccco1)c1ccc2snnc2c1	98.0	-10.0	102.0	-9.0	-2.0	-13.0	105.0	100.0	103.0	-6.0	102.0
